Source: PubChem BioAssay (Broad Institute)
RAD52 inh: inhibitors of human RAD52 DNA annealing; AID 651710; actives 0.46% (n = 360,000); P43351; recombinant RAD52 DNA annealing, FRET fluorescence; inhibition, % at 18.7 µM;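 active = every replicate showing at least 50% inhibition; inconclusive = mean inhibition at least 50% but not in every replicate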
miR-122 sensor: inhibitors of miR-122 in Huh7 cells; Huh7 miR-122 Renilla luciferase sensor, 48 h; neutral wells = 0, positive control = 100; AID 602342; actives 0.3% (n = 340,000); activation (reporter increase), % at 12.5 µM;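 active = mean replicate activation score at least 90 and every replicate individually at or above 90; inconclusive = only one of the two criteria met; inactive = neither criterion met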;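 note: higher luciferase means less miR-122 activity so hits act as miR-122 inhibitors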
Cneo AK release: Cryptococcus neoformans lysis via adenylate kinase release; C. neoformans lysis, adenylate kinase release luminescence, 4 h; normalised: neutral wells 0, clomiphene wells 100; lysis activity, % at 15 µM; actives 0.2% (n = 360,000);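 active = mean lysis activity across replicates of at least 80%, whatever share of replicates individually reach that level; inactive = mean lysis activity below 80%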
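Test system: log-phase Cryptococcus neoformans yeast cells. Input: 5 × 10^6 yeast cells/mL. Medium: fresh YPD growth medium. Doses: single dose. Incubation: static 4 h at 37 °C with compound, 1 h detection. Measured by: luminescent adenylate kinase detection reagent. Read-out: signal increase indicating cell lysis. Benchmarks: Clomiphene.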
PGC1a acetyl inh: modulators of PGC1a acetylation; actives 0.17% (n = 350,000); inhibition, % at 15.6 µM; U2OS PGC1a acetylation, AlphaScreen anti-acetyl-lysine; with virally co-expressed GCN5 acetyltransferase; AID 651687;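 active = every replicate shows inhibition of at least 40%; inconclusive = mean inhibition at least 40% but some replicate below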;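 note: 0% = neutral control wells and 100% = positive control wells; some results beyond the cut were filed as inactive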
PglD DTNB: blocks C. jejuni PglD acetyltransferase activity; purified PglD enzyme, DTNB colorimetric CoA detection; actives 0.098% (n = 360,000); AID 602405; inhibition, % at 12.5 µM; in the data active = inhibition above about 16%, passing the limit was not always enough; inconclusive = no clear call, values can overlap the other calls; note: strong numbers were not always called active
RAD54 branch: inhibitors of human RAD54 branch migration; actives 0.14% (n = 360,000); inhibition, % at 10.4 µM; RAD54 Holliday junction branch migration, FAM/BHQ fluorescence;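 active = mean normalized replicate activity at least 40 and at least half of replicates scoring 40 or more; inconclusive = only one of the two criteria met; inactive = mean below 40 and under half of replicates reaching 40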;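 note: 0% = median of neutral control wells and 100% = median of positive control wells; inhibitors cause a drop in the FAM fluorescence signal; in these data hits start at about 50%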
E-selectin induc: induces E-selectin expression in human endothelial cells; P16581; HUVEC E-selectin immunofluorescence imaging; normalized: neutral wells 0, TNF-alpha wells 100; activation, % at 7.58 µM; actives 0.37% (n = 260,000);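 active = mean E-selectin-positive cell signal at least 10% of the positive control, reached in at least 60% of replicates, without over 20% cell loss; inconclusive = no rule given, readout overlaps actives, possibly toxicity-flagged; inactive = the rest, including those meeting only one limit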;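 note: in these data hits start at about 27%; measured in HUVEC primary endothelial cells; signal is the percent of cells scored E-selectin positive by PE staining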
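Read-out basis: % PE-positive cells; Test system: HUVEC primary endothelial cells; Technique: immunofluorescence imaging; Dosing: single-point compound dose.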
ERAP1 HTS inh: blocks human ERAP1 aminopeptidase activity | inhibition, % at 10.7 µM | actives 0.15% (n = 340,000) | recombinant ERAP1, Leu-AMC fluorescence, 60 min;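 active = mean replicate inhibition of at least 30%, or all replicates individually reaching that 30% level; inactive = mean below 30% and not every replicate reaching it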;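 note: 0% = neutral control wells and 100% = L-leucinethiol positive control wells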
Target sequence (Q9NZ08 whole entry, looked up): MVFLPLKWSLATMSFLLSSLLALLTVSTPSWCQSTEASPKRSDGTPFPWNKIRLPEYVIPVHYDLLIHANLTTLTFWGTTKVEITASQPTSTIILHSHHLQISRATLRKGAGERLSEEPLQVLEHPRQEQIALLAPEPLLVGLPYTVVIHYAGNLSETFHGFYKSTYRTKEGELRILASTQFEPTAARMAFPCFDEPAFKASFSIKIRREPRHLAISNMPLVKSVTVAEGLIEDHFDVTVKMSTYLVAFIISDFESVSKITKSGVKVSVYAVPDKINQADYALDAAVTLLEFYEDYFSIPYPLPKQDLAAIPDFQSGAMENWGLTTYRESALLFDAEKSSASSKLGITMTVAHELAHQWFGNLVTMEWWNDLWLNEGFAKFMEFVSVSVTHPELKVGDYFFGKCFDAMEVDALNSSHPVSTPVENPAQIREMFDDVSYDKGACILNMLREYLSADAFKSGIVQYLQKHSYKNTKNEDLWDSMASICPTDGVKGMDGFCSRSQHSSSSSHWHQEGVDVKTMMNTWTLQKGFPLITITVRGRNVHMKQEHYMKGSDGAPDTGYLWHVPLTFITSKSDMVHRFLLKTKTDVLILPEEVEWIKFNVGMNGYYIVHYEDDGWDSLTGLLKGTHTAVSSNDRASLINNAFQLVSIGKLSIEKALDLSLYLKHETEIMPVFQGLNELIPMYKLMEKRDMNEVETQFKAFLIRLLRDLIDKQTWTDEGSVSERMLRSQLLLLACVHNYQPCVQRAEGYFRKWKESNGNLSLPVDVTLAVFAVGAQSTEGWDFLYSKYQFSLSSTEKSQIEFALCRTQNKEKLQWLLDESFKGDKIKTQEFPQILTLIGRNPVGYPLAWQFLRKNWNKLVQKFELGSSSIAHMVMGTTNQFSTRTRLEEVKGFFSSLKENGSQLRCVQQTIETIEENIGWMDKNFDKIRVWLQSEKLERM
* = called active by the depositor; ? = inconclusive; . = not tested or not shown; [ ] = another dose, or the depositor's remark.

SMILES | RAD54 branch | miR-122 sensor | ERAP1 HTS inh | PglD DTNB | RAD52 inh | E-selectin induc | PGC1a acetyl inh | Cneo AK release
CCCC#Cc1ccc2c(c1)[C@@H]1[C@@H](CCN1S(=O)(=O)c1ccc(C)cc1)[C@@H](CO)N2C | -1.8 | 7.6[16.7 µM] | 0.8 | -1.7 | -26.8 | 0.7 | -2.6 | -10.7
Cn1c(SCCN2CCCC2)nnc1C1CCN(S(=O)(=O)c2cccc(F)c2)CC1 | 12.6 | 4.6 | 0.0 | 1.3 | -2.6 | 0.4 | . | 7.0
O=C(O)CCN1C(=O)/C(=C\c2cccc(Oc3ccccc3)c2)SC1=S | -2.8 | . | 3.7 | -5.0 | -2.7 | 0.8 | . | 0.7
C[C@@H]1CN([C@H](C)CO)S(=O)(=O)c2ccc(C#Cc3ccccc3F)cc2O[C@H]1CN(C)C(=O)Cc1ccccc1 | -8.0 | -0.3[16.7 µM] | -4.6 | 0.7 | 10.1 | 0.5 | 4.2 | -3.9
CC(O)c1nc2ccccc2n1C1CCCCC1 (configuration not stated) | -2.5 | -5.9 | . | 2.6 | . | . | -2.0 | 1.1
CCc1cccc(C)c1NC(=O)Cn1nc(C)n2cccc2c1=O | -4.8 | -1.9 | -0.7 | 3.0 | -9.7 | -0.1 | 15.9 | -0.5
COCCCNC(=O)c1c[nH]c2ccc(S(=O)(=O)N3CCc4ccccc43)cc2c1=O | . | . | 0.5 | . | -3.9 | 0.2 | 3.0 | .
CCn1nnnc1NCc1ccc(Cl)cc1 | 6.1 | -0.2 | -1.0 | -6.9 | 5.4 | -0.1 | -0.6 | 0.1
CCN(CC)c1ccc(NC(=S)NC(=O)C2CCC2)cc1 | 4.7 | -1.5 | -1.6 | -2.8 | -42.4 | -0.3 | -2.3 | 47.3
CC1=CC(=O)N(c2cccc(C(F)(F)F)c2)C1c1ccc(Cl)cc1 (configuration not stated) | -1.2 | -6.7 | . | 5.5 | . | . | 1.4 | -1.4
Brc1ccc(Sc2cnc3ccccc3n2)cc1 | 1.3 | 0.7 | . | -0.4 | . | . | 0.8 | -7.8
CCCNC(=O)C[C@H]1CC[C@H]2[C@@H](COC[C@H](O)CN2Cc2ccncc2)O1 | -6.0 | 1.0[16.7 µM] | -2.5 | 0.2 | 12.3 | 0.1 | -2.4 | -0.6
Cc1ccccc1C(=O)c1cccn1CC(=O)NC1CCCC(C)C1C (configuration not stated) | 1.4 | 7.6 | -4.5 | 8.3 | -13.9 | . | -5.5 | 0.0
COc1ccccc1N1CCN(C2CCCN(C(=O)CN3CCCC3=O)C2)CC1 (configuration not stated) | 0.9 | -1.4 | -2.2 | 2.8 | -8.3 | 0.1 | -0.5 | 0.5
C(#CCN1CCOCC1)COCCCOC(c1ccccc1)c1ccccc1 | 4.1 | 4.1 | . | 1.9 | . | . | 9.2 | 0.0
O=C(CSCc1nc2ccccc2[nH]1)Nc1ccccc1 | 3.2 | 5.1 | . | -4.2 | . | . | 1.7 | 4.2
Cc1noc(C)c1S(=O)(=O)Nc1ccc2c(c1)CC(=O)N([C@@H](C)CO)C[C@H](C)[C@@H](CN(C)S(=O)(=O)c1cn(C)cn1)O2 | 10.0 | -2.0[16.7 µM] | -5.1 | 4.5 | 10.1 | 0.0 | 3.6 | 116.8*
O=C(NCCS(=O)(=O)NCc1ccc(F)cc1)c1ccc2c(c1)OCO2 | 6.0 | . | -1.9 | 0.7 | -8.4 | . | . | 3.1
COc1cccc(OCC(=O)Nc2c3c(nn2-c2ccc(F)cc2)CS(=O)(=O)C3)c1 | -6.1 | . | 1.1 | -1.0 | -4.3 | -0.3 | 10.5 | 2.5
CC(C)C(=O)Nc1cccc(NC(=O)CCN2C(=O)c3ccccc3S2(=O)=O)c1 | 6.9 | -0.8 | 0.1 | 2.0 | 5.7 | . | 5.1 | -1.3
CCN(CC)CCOC(=O)c1ccc(N/C=C(/C#N)c2nc(-c3cccc(OC)c3)cs2)cc1 | -4.5 | 1.3 | 1.5 | 5.3 | -10.6 | 4.4 | 2.7 | 0.8
CCOc1ccc2nc(N/C(N)=N/C(=S)Nc3cccc(C)c3)nc(C)c2c1 | 8.1 | 1.8 | -0.1 | 2.3 | 25.8 | . | 15.3 | -2.1
Cc1c(CN(C)C(=O)c2ccc(Br)o2)cnn1C | -0.8 | 0.7 | 4.8 | -2.4 | 2.4 | . | 5.6 | 0.5
CCn1cc(C(=O)NC2CCCC2)c(=O)c2cc(S(=O)(=O)N3CCOCC3)ccc21 | 17.6 | . | -3.0 | -1.3 | -9.7 | 0.1 | -0.5 | -0.6

2 entries from above in a different format.
Structure: Cc1c(CN(C)C(=O)c2ccc(Br)o2)cnn1C
  RAD54 branch = -0.8
  miR-122 sensor = 0.7
  ERAP1 HTS inh = 4.8
  PglD DTNB = -2.4
  RAD52 inh = 2.4
  E-selectin induc = .
  PGC1a acetyl inh = 5.6
  Cneo AK release = 0.5

Structure: CCn1cc(C(=O)NC2CCCC2)c(=O)c2cc(S(=O)(=O)N3CCOCC3)ccc21
  RAD54 branch = 17.6
  miR-122 sensor = .
  ERAP1 HTS inh = -3.0
  PglD DTNB = -1.3
  RAD52 inh = -9.7
  E-selectin induc = 0.1
  PGC1a acetyl inh = -0.5
  Cneo AK release = -0.6

The listing continues.
SMILES | RAD54 branch | miR-122 sensor | ERAP1 HTS inh | PglD DTNB | RAD52 inh | E-selectin induc | PGC1a acetyl inh | Cneo AK release
CC(C)NC(=O)N(C)C[C@H]1Oc2ccc(NC(=O)Nc3ccc4c(c3)OCO4)cc2C(=O)N([C@@H](C)CO)C[C@H]1C | -9.2 | -7.9[16.7 µM] | -2.0 | 1.5 | 3.3 | -2.8 | -0.3 | -2.4
Cc1noc(C)c1S(=O)(=O)Nc1ccc2c(c1)CC(=O)N([C@@H](C)CO)C[C@@H](C)[C@H](CN(C)S(C)(=O)=O)O2 | 7.0 | 12.8[16.7 µM] | . | 0.6 | . | -8.3 | -5.4 | -4.5
COC(=O)c1ccc(C(=O)OC)c(NC(=O)CSCC(=O)O)c1 | -3.0 | . | . | -2.9 | -16.0 | -0.1 | 5.6 | -2.5
Cc1ccc(-c2cc(C(=O)NCCCN3CCOCC3)c3ccccc3n2)cc1C | -3.4 | 1.0 | -1.2 | -5.2 | -10.4 | . | -14.5 | -2.3
Cc1ccc(NC(=O)C2CC(=O)n3c(nc4ccccc43)N2)cc1Cl (configuration not stated) | -13.3 | -6.5 | -3.4 | 6.4 | -9.8 | 1.0 | . | -1.6
CCOC(=O)N1CCN(c2cccc(C)c2C)CC1 | -1.4 | 1.9 | -1.3 | 1.3 | 11.3 | . | . | -0.1
Cc1cc(=O)c(C(=O)O)nn1-c1ccccc1[N+](=O)[O-] | -1.2 | -2.9 | 0.5 | 5.3 | -5.2 | . | 9.8 | -0.7
CC(C)CNS(=O)(=O)c1cc(C(=O)O)c(Cl)cc1Cl | . | . | -2.3 | . | -13.3 | 6.9 | 8.1 | .
C[C@@H]1CN([C@@H](C)CO)C(=O)c2cc(NS(=O)(=O)c3cn(C)cn3)ccc2O[C@@H](C)CCCCO[C@H]1CN(C)Cc1ccncc1 | 1.6 | 9.0[16.7 µM] | -0.7 | 1.9 | 0.9 | 0.1 | -9.8 | -1.1
Cc1ccc(C(=O)NC(C)C2CCCO2)o1 (configuration not stated) | -1.2 | . | -0.6 | 4.6 | -25.9 | -1.0 | . | -0.7
COc1cc(CCC(=O)OCC(=O)N2CC(=O)Nc3ccccc32)cc(OC)c1OC | 0.9 | . | 2.7 | -2.7 | -5.3 | 0.1 | -5.1 | 6.5
CN(NC(=O)c1c(Cl)cccc1Cl)c1cccc(Cl)n1 | . | . | 3.3 | . | -22.2 | 0.6 | 1.5 | .
COCC(=O)N(C)C[C@H]1Oc2cc(C#CC(C)(C)O)ccc2S(=O)(=O)N([C@@H](C)CO)C[C@@H]1C | -2.1 | . | 1.1 | -5.6 | -5.6 | -0.3 | -4.7 | -12.2
CC1CCc2nc(N)c(C#N)c(-c3cccnc3)c2C1 (configuration not stated) | -3.7 | 9.6 | . | 2.1 | -83.8 | -0.3 | 36.8 | 0.1
CN(Cc1ccccc1)Cc1c(F)cccc1F | -5.5 | -0.4 | . | -3.8 | . | . | . | -0.9
CCc1nnc(NC(=O)c2cccc(S(=O)(=O)N3CCCCC3)c2)s1 | -2.6 | -6.8 | 0.8 | 1.4 | -21.7 | 0.0 | -8.2 | 0.0

Complete entries from above. Order of values: RAD54 branch, miR-122 sensor, ERAP1 HTS inh, PglD DTNB, RAD52 inh, E-selectin induc, PGC1a acetyl inh, Cneo AK release
`CCc1nnc(NC(=O)c2cccc(S(=O)(=O)N3CCCCC3)c2)s1` is entered as -2.6, -6.8, 0.8, 1.4, -21.7, 0.0, -8.2, 0.0
`CN(NC(=O)c1c(Cl)cccc1Cl)c1cccc(Cl)n1` is entered as ., ., 3.3, ., -22.2, 0.6, 1.5, .

(further entries)
SMILES | RAD54 branch | miR-122 sensor | ERAP1 HTS inh | PglD DTNB | RAD52 inh | E-selectin induc | PGC1a acetyl inh | Cneo AK release
CS(=O)(=O)N(CC(=O)N1CCOCC1)c1ccc2c3c(cccc13)CC2 | 3.6 | -3.9 | . | 5.5 | . | . | -1.8 | 2.9
Cc1ccc(S(=O)(=O)N(C)C)cc1NC(=O)C(C)N(C)Cc1sccc1C (configuration not stated) | 6.0 | -2.6 | 2.5 | -0.5 | -12.8 | . | 5.9 | -1.3
COc1ccc(C2CC=C(C(C)=O)CN2S(=O)(=O)c2ccccc2)cc1 (configuration not stated) | 2.6 | 20.3 | 0.7 | -1.7 | -2.3 | 1.0 | -1.1 | -1.4
CO[C@@H]1CN(C)C(=O)c2ccc(NC(=O)C3CCC3)cc2OC[C@H](C)N(CC2CCCCC2)C[C@@H]1C | 0.3 | . | -2.0 | -1.0 | 5.8 | 0.4 | -8.3 | 2.4
CCc1ccc(N(CC(=O)NC2CCCCC2)S(=O)(=O)c2c(C)noc2C)cc1 | -17.1 | -2.0 | . | 0.5 | -15.2 | . | -17.6 | 0.5
Cc1cc(C(=O)Nc2cccc3c2O[C@@H](CN(C)Cc2ccc4c(c2)OCO4)[C@@H](C)CN([C@@H](C)CO)C3=O)n(C)n1 | 0.1 | 79.1[16.7 µM] | 7.0 | 0.0 | 13.9 | 4.7 | 23.8 | -6.9
COc1ccc(OC)c(NC(=O)CSc2nnc(CNC(=O)COc3ccc(Cl)cc3)o2)c1 | -3.8 | -2.5 | 4.6 | -1.6 | 2.1 | . | 6.8 | -1.4
CSc1nnc2c(n1)OC(C)=Nc1ccccc1-2 | -7.3 | 7.7 | . | 5.8 | . | . | -12.0 | -1.3
O=C(NC1CCCC1)c1ccc(CS(=O)(=O)Cc2ccccc2Cl)o1 | 7.6 | 6.1 | -1.6 | 1.9 | -2.0 | . | -3.0 | 0.1
COC(=O)c1ccc(NC(=O)CNC(=O)C2CCCCC2)cc1 | -5.3 | 6.5 | 0.9 | 2.5 | -6.3 | . | 17.8 | 0.7
COc1ccc(OC)c(/C=N\NC(=O)c2c(C)nc3cc(C)ccn23)c1 | -9.5 | -6.6 | 1.4 | -1.3 | -14.0 | . | 10.3 | 2.3
O=C1NC(c2ccccc2)(C(F)(F)F)C(=O)N1Cc1cccnc1 (configuration not stated) | 4.4 | -6.7 | . | . | . | . | -2.4 | -1.3
CCCCN=CC1=C(O)CC(c2ccccc2)CC1=O (configuration not stated) | 1.4 | 0.0 | 1.8 | -5.2 | -6.6 | ? | . | 0.2
